VEEV TC-83 Vero = inhibitors of VEEV TC-83 cytopathic effect, confirmation, Vero cells (AID 588727). Vero cells, VEEV TC-83 cytopathic effect inhibition; higher % means a stronger effect. inhibition, % at 20 µM; hits with a dose series show IC50 in µM. actives 0.13% (n = 350,000); in the data active = a potency from the dose series; inconclusive = inhibition mostly from about 14% at the one dose, without a potency; inactive = the rest, 99 in 100 with inhibition below about 12%; note: strong numbers were not always called active
H37Rv inhibition = M. tuberculosis growth inhibition, HTS (AID 449762); M. tuberculosis H37Rv growth inhibition, 7H9 media; higher % means a stronger effect; one-dose inhibition, % at 25 µM; IC50 in µM for titrated hits; actives 0.59% (n = 330,000); in the data active = a potency from the dose series; inconclusive = inhibition above about 70% without an active follow-up result;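 note: bacterial growth assessed after seven days of incubation; strong numbers were not always called active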
tuberculosis growth = growth inhibition of non-replicating M. tuberculosis (AID 488890); Mycobacterium tuberculosis non-replicating, growth inhibition; higher % means a stronger effect; inhibition, % at 25 µM, or IC50 in µM where a hit was titrated; actives 0.39% (n = 320,000); in the data active = a potency from the dose series; inconclusive = inhibition mostly from about 82% at the one dose, without a potency; inactive = the rest, 99 in 100 with inhibition below about 76%;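 note: plate controls were DMSO cells for no effect and high antibiotic wells for full effect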
H1N1 NS1A inhibition = H1N1 influenza NS1A inhibitors, functional cell based assay (AID 504329). actives 0.3% (n = 340,000). inhibition, % at 12.5 µM, or IC50 in µM where a hit was titrated. NS1A functional cell-based assay, percent inhibition; higher % means a stronger effect; in the data active = a potency from the dose series; inconclusive = inhibition above about 27% without an active follow-up result; note: strong numbers were not always called active
PhoP GFP inhibition = PhoP regulon inhibitors, Salmonella typhi PhoP promoter GFP reporter, confirmatory (AID 1850); Salmonella Typhi PhoP-promoter GFP reporter, fluorescence, 4 h; higher % means a stronger effect; actives 0.33% (n = 310,000); one-dose inhibition, % at 50 µM; IC50 in µM for titrated hits; in the data active = a potency from the dose series; inconclusive = inhibition mostly from about 25% at the one dose, without a potency; inactive = the rest, 99 in 100 with inhibition below about 19%;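 note: 0% = induced wells with vehicle and 100% = uninduced wells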
VEEV TC-83 Vero 10K pilot screen = second read-out of VEEV TC-83 Vero, no call of its own (marks repeat the call); inhibition, %; measured here: 10K pilot screen inhibition
The depositor's hits bear a star; i = inactive; ? = inconclusive; . = not tested or not shown; & = joins results of further samples.

SMILES	VEEV TC-83 Vero	H37Rv inhibition	tuberculosis growth	H1N1 NS1A inhibition	PhoP GFP inhibition	others
CC(C)C(=O)Nc1ccc(C(=O)CN2C(=O)NC3(CCOc4ccccc43)C2=O)cc1 (centres undefined)	6.3%	7%	30%	-11%	.
COc1ccc(-c2csc(NC(CO)c3nc4ccccc4n3CCCO)n2)cc1 (centres undefined)	0.2%	6%	9%	-1%	1%
CC(C)CCN1CCN=C1N(C)C	0.1%	1%	-9%	-1%	-8%
O=C(CNC(=O)c1cccs1)OCC(=O)c1cccs1	2.3%	2%	1%	-1%	0%
Cc1ccc(CN(C(=O)c2ccc(Cl)c([N+](=O)[O-])c2)C2CCS(=O)(=O)C2)o1 (centres undefined)	1.5%	5%	4%	0%	9%
COc1cc(N)c(C(=O)c2nccc3cc(OC)c(OC)cc23)cc1OC	1.3%	4%	3%	-7%	-9%
Cc1ccc(C(=O)COC(=O)c2cc(Cl)nc3ccccc23)cc1C	3.5%	44%	74%	6%	-9%
O=C1Cn2c(nc3ccccc32)N1c1cccc(C(F)(F)F)c1	1.5%	-4%	6%	2%	11%
CCN1C(=O)/C(=C/c2nc3ccccc3c(=O)[nH]2)c2ccccc21	11%	5%	41%	8%	-3%
O=C(Cc1cccs1)NCCc1csc(-c2ccccc2)n1	i	3%	14%	12%	9%
COc1ccc(CNC(=O)CCNS(=O)(=O)c2ccc3c(c2)oc(=O)n3C)cc1	3.0%	-7%	-10%	-6%	0%
COc1ccc(S(=O)(=O)NCCOc2ccc(Cl)cc2)cc1	i	18%	17%	-15%	.
C/C=C/c1ccc(OCC(=O)O)c(OC)c1	i	8%	-7%	12%	9%
CCN(CC(=O)NC(C)C)C(=O)C(CCSC)NC(=O)c1ccccc1OC (centres undefined)	i	-1%	-4%	4%	2%
O=C(CCc1ccccc1)Nc1ccnn1C1CCN(C/C=C/c2ccccc2)CC1	i	4%	52%	2%	8%
CC(C)Cn1c(=O)c2sccc2n2c(CCCC(=O)NC3CCN(Cc4ccccc4)CC3)nnc12	i	0%	10%	-9%	-1%
CCOC(=O)Nc1nnc(CCc2ccccc2)s1	3.1%	3%	18%	-14%	4%
C=Cn1cc[n+](CC(=O)c2ccc(OC)c(OC)c2)c1	i	-2%	-1%	-23%	6%
COc1ccc(NS(=O)(=O)c2ccc(-c3n[nH]c(=S)n3Cc3ccccc3)cc2)cc1	i	-5%	-19%	17%	8%
O=C(COc1ccc(Cl)cc1)OCc1ccc(Cl)cc1	0.6%	.	.	-14%	.
COc1cccc(CNC(=O)C2CCC(=O)N(CC3CCCCC3)C2)c1OC (centres undefined)	1.6%	-6%	9%	15%	-2%
O=C1C[C@@H](c2ccc(O[C@@H]3O[C@H](CO)[C@@H](O)[C@H](O)[C@H]3O)cc2)Oc2cc(O)ccc21	1.2%	1%	-7%	-9%	-2%
COc1ccc(C)cc1NC(=O)c1nnn(CCc2ccccc2)c1N	0.0%	-6%	-37%	-1%	-2%
Cc1ccc(C(=O)Nc2nc(=O)n(C(=O)C3CC3)s2)cc1	0.3%	-1%	80%	-9%	-4%
CSc1nc(Sc2ccccc2Cl)c2ccccc2n1	i	5%	10%	-9%	-26%
Cc1cc(C)c(C(=O)CSc2nc(C)cc(=O)[nH]2)c(C)c1	4.3%	1%	-6%	-1%	0%
Cc1cccc(Nc2nnc(SCC(=O)Nc3ccc(C(=O)O)cc3)s2)c1	1.6%	2%	32%	0%	0%
CNC(=O)c1c(NC(=O)C2=COCCO2)sc(C)c1C	6.9%	-4%	-15%	-4%	-6%
CCc1c(N)nc(N)nc1Nc1ccccc1Cl	7.4%	.	.	-10%	.
CC1(C)Oc2ccc3ccc(=O)oc3c2/C(=N/O)C1=O	0.1%	13%	-14%	-17%	-16%
Fc1ccc(C(c2nnnn2Cc2cccs2)N2CCN(c3ccccc3)CC2)cc1 (centres undefined)	6.0%	10%	73%	0%	3%
COc1cccc(CNS(=O)(=O)c2ccc3c(c2)oc(=O)n3C)c1	i	7%	0%	1%	-13%
COC(=O)CCCC1=CC2=CC(=O)C(C)(OC(=O)c3cccs3)C(=O)C2=CN1Cc1ccco1 (centres undefined)	0.1%	3%	18%	-5%	-11%
O=S(=O)(c1cc(Cl)ccc1Cl)N1CCCC1	i	1%	6%	-2%	12%
COc1ccc(-c2[nH]ncc2CN2CCN(C(=O)c3cccs3)CC2)c(F)c1	5.8%	5%	5%	21%	-9%
CCOCCCNC(=O)C1CCCN1C(=O)Nc1ccccc1[N+](=O)[O-] (centres undefined)	0.2%	-1%	-6%	10%	1%

Filtered by structure: the entries above with a furan ring, fused or not (two)
SMILES	VEEV TC-83 Vero	H37Rv inhibition	tuberculosis growth	H1N1 NS1A inhibition	PhoP GFP inhibition	others
Cc1ccc(CN(C(=O)c2ccc(Cl)c([N+](=O)[O-])c2)C2CCS(=O)(=O)C2)o1 (centres undefined)	1.5%	5%	4%	0%	9%
COC(=O)CCCC1=CC2=CC(=O)C(C)(OC(=O)c3cccs3)C(=O)C2=CN1Cc1ccco1 (centres undefined)	0.1%	3%	18%	-5%	-11%

Next part:
SMILES	VEEV TC-83 Vero	H37Rv inhibition	tuberculosis growth	H1N1 NS1A inhibition	PhoP GFP inhibition	others
Cc1ccc(/C=N/NC(=O)Cn2nnc(N)n2)cc1	2.9%	-11%	1%	-9%	19%
CCCC(=O)Nc1ccc2c(c1)nc1n2CCOC1	i	-13%	0%	-25%	0%
O=C(O)CC1OCC=C2CN3CCC45C6=CC(=O)C(=O)C([N+](=O)[O-])=C6NC4C1C2CC35 (centres undefined)	0.1%	7%	10%	-29%	-15%
CCOC(=O)C(NC(=O)c1cccc(Cl)c1)(OCc1ccc(F)cc1)C(F)(F)F (centres undefined)	i	2%	-6%	9%	-5%
O=C(c1cccs1)N1CCN(C(=O)C2CCCO2)CC1 (centres undefined)	1.1%	2%	5%	-2%	-10%
CC(Oc1ccc(Cl)cc1Cl)C(=O)Nc1ccc(N2CCN(C)CC2)cc1 (centres undefined)	1.4%	3%	42%	10%	3%
CCOC(CNC(=O)C(=O)NCC(c1ccco1)N1CCN(c2ccc(OC)cc2)CC1)OCC (centres undefined)	2.5%	6%	11%	2%	12%
CSc1nc(-c2ccco2)nn1C(=O)CCc1ccccc1	i	-2%	-20%	-23%	-5%
Cn1c(=O)c2c(nc(SCC(=O)N3CCCCCC3)n2C)n(C)c1=O	5.3%	1%	25%	11%	-16%
O=C(O)c1cc(Cl)c(Cl)cc1C(=O)Nc1cccnc1	.	-6%	-20%	.	4%
COc1ccc([C@H](C)NC[C@H](O)c2ccc(O)c(NC=O)c2)cc1	2.6%	5%	6%	3%	17%
O=C(COc1ccc(S(=O)(=O)Nc2ccccc2)cc1)N1CCOCC1	0.2%	0%	-7%	-4%	0%
O=c1[nH]c2cccnc2n1Cc1ccccc1	i	1%	3%	-16%	-9%
CN(CCn1ccnc1)Cc1cn(-c2ccccc2)nc1-c1ccc2c(c1)OCO2	2.0%	?	?	5%	-17%
O=C(O)COc1ccc2oc3c(c2c1)CCCC3	i	5%	1%	2%	0%
O=C(Nc1nc2c(s1)CCCC2=O)c1cnccn1	2.3%	1%	18%	7%	-6%
Brc1ccc(C2=CC(c3ccco3)n3ncnc3N2)cc1 (centres undefined)	7.8%	16%	23%	0%	-24%
CCOc1ccc(CCNC(=O)CCc2nc(-c3ccc(C)cc3)no2)cc1OCC	0.7%	-2%	2%	-1%	2%
O=C(CN1CCN(Cc2ccccc2)CC1)Nc1ccc(S(=O)(=O)N2CCOCC2)cc1	1.1%	3%	-6%	3%	-6%
CCC1CCCCN1C(=S)NCc1ccccc1 (centres undefined)	1.1%	0%	1%	-6%	-2%
COc1ccc(S(=O)(=O)CCC(=O)NC2CCCCC2)cc1	i	0%	9%	-12%	15%
CCN(CC)CCNC(=O)c1cc(-c2ccco2)nc2ccccc12	i	-6%	-10%	-5%	-2%
COc1ccc(S(=O)(=O)CC2(O)CCN(C(=O)C(C)(C)C)CC2)cc1	1.8%	0%	4%	-2%	2%
O=C(c1cccc(Br)c1)c1cn(-c2ccccc2)nc1C(=O)c1ccccc1	i	4%	12%	-2%	3%
O=C(c1ccc(N2CCOCC2)cc1[N+](=O)[O-])N1CCOCC1	1.2%	-5%	0%	.	-4%
O=C(NC(=S)Nc1ccc(N2CCOCC2)cc1)c1ccccc1	3.6%	-1%	78%	9%	1%
Cc1ccc(S(=O)(=O)N/N=C/c2cc([N+](=O)[O-])ccc2O)cc1[N+](=O)[O-]	0.2%	8%	48%	-7%	-2%
COc1ccc(C(OC(=O)c2ccco2)C(=O)NC(C)(C)C)cc1 (centres undefined)	0.7%	-11%	0%	-5%	-10%
CCC(=O)c1ccc(CCCCCC(=O)O)s1	0.5%	4%	3%	10%	-9%
CC1=C(Nc2ccc(C(=O)O)cc2)C(=O)c2ccccc2C1=O	0.6%	1%	14%	-4%	2%
O=C(/C=C/c1ccccc1)N/C(=C\c1ccco1)C(=O)O	0.4%	2%	-5%	3%	-7%
CC(=O)C1C(c2ccc3ncccc3c2)NC(=O)NC1(O)C(F)(F)F (centres undefined)	1.5%	-7%	0%	0%	-13%
C#Cc1cccc(NC(=O)c2ccc3c(c2)C(=O)N(Cc2cccnc2)C3=O)c1	5.1%	-10%	-13%	-11%	-1%
CC1(C)CN=c2s/c(=C\c3ccc(Cl)cc3)c(=O)n2C1	1.8%	-2%	10%	-1%	16%
O=C1C=C(c2ccccc2)OC2(CCCC2)O1	i	-9%	1%	0%	-11%
O=C(CN1C(=O)NC2(CCCCCC2)C1=O)Nc1ccccc1[N+](=O)[O-]	2.2%	-9%	7%	-16%	.
Cc1cc(C)cc(NC(=S)NC(=O)Cc2ccccc2)c1	1.6%	7%	71%	3%	3%
CCOC(=O)c1c(N=CN(C)C)c2cc([N+](=O)[O-])cnc2n1C	i	-1%	-7%	-9%	2%
Cc1ccc(-c2cc(C(=O)N/N=C/C=C/c3ccccc3)n[nH]2)s1	4.0%	?	63%	5%	-7%
CCOC(=O)C1(Cc2ccccc2C(F)(F)F)CCN(C2CCN(C(C)C)CC2)CC1	0.4%	-10%	25%	-3%	-5%
COc1ccccc1C(=O)C1Nc2ccccc2-c2nnc(SC)nc2O1 (centres undefined)	3.9%	9%	29%	0%	-7%
Cc1ccccc1NC(=S)N(CCN(C)C)C(C)c1cccnc1 (centres undefined)	1.7%	1%	8%	-1%	5%
O=C(NCc1ccccc1Br)c1ccco1	i	-3%	56%	-5%	-10%	VEEV TC-83 Vero 10K pilot screen=0.2
O=C(NC(=S)Nc1cnc2ccccc2c1)c1ccccc1	7.0%	?	?	-5%	7%
O=C(NCCCN1CCOCC1)C1CCC(=O)N1CCc1ccccc1 (centres undefined)	0.9%	-12%	.	2%	0%
C[C@H]1CN([C@@H](C)CO)C(=O)c2cccc(NC(=O)c3cnccn3)c2O[C@@H]1CN(C)C(=O)Nc1ccc2c(c1)OCO2	0.4%	-1%	1%	-4%	.
CCOCCOC(=O)c1[nH]c2c(c1C)C(=O)CC(c1cccs1)C2 (centres undefined)	10%	5%	5%	7%	8%
O=C(O)c1ccc(S(=O)(=O)NC2CC2)cc1	i	7%	0%	2%	25%
COc1ccc(C(=O)N2CCN(CCc3ccccn3)CC2)cc1	i	7%	-6%	-12%	-5%
COc1ccc(S(=O)(=O)N2CCN(C3CCCCCCC3)CC2)cc1	0.2%&0.9%	-5%	-10%	-1%	8%
CN1CCN(CC#CC2(O)CCCCC2)CC1	i	0%	-5%	4%	-5%
COC(=O)c1cc(C(O)(C(=O)OC)C(F)(F)F)c(/N=C/N(C)C)s1 (centres undefined)	0.3%	3%	-14%	5%	-8%
Cc1cc(=O)oc2cc(OC(C)C(=O)NC3CCCC3)ccc12 (centres undefined)	1.1%	-4%	-7%	5%	-6%
CCC(=O)Nc1nonc1-c1nc2ccccc2n1Cc1ccc(Cl)c(Cl)c1	0.8%	.	.	3%	.

In the list so far, these contain two or more sulfur atoms.
SMILES	VEEV TC-83 Vero	H37Rv inhibition	tuberculosis growth	H1N1 NS1A inhibition	PhoP GFP inhibition	others
O=C(CNC(=O)c1cccs1)OCC(=O)c1cccs1	2.3%	2%	1%	-1%	0%
O=C(Cc1cccs1)NCCc1csc(-c2ccccc2)n1	i	3%	14%	12%	9%
COc1ccc(NS(=O)(=O)c2ccc(-c3n[nH]c(=S)n3Cc3ccccc3)cc2)cc1	i	-5%	-19%	17%	8%
CSc1nc(Sc2ccccc2Cl)c2ccccc2n1	i	5%	10%	-9%	-26%
Cc1cccc(Nc2nnc(SCC(=O)Nc3ccc(C(=O)O)cc3)s2)c1	1.6%	2%	32%	0%	0%

Assay outcomes: PubChem, Southern Research Specialized Biocontainment Screening Center
